LmPK inh = qHTS Assay for Inhibitors of Leishmania Mexicana Pyruvate Kinase (LmPK). purified LmPK, Kinase-Glo ATP luminescence, 1 h. 290,000 tested, 0.37% active. Q27686. Potency, µM (highest dose often 57.5 µM), inactives show at the top dose activity change, negative = inhibition, hits mostly inhibitors. AID 1721, 2009
Target sequence (Q27686 whole entry, looked up): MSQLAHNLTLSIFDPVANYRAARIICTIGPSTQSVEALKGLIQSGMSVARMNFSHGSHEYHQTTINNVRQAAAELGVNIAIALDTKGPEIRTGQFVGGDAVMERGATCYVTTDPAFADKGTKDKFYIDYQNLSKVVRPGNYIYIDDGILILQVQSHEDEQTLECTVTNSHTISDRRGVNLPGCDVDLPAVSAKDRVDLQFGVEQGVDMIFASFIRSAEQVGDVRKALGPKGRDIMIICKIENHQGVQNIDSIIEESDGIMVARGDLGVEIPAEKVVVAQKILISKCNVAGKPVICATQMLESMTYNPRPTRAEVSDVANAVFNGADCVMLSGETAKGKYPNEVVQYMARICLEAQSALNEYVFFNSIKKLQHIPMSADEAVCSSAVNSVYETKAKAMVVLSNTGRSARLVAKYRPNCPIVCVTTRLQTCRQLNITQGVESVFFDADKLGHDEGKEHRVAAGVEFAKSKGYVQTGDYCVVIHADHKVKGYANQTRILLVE
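Purified LmPK (0.1 nM) with 0.5 mM PEP and 0.1 mM ADP in imidazole buffer pH 7.2 with MgCl2/KCl, 1 h at room temperature. ATP formed was read by luciferase luminescence and normalized to no-enzyme and uninhibited controls.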
Pf growth 48h = Primary qHTS for delayed death inhibitors of the malarial parasite plastid, 48 hour incubation; 310,000 tested, 5.9% active; P. falciparum luciferase growth in erythrocytes, 48 h; Potency, µM (doses to about 28.7 µM), for inactives: at the top dose activity change, negative = inhibition, usual class: inhibitors
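A one-generation exposure of luciferase-tagged malaria parasites in RPMI 1640/Albumax erythrocyte culture, 37 C and 5% CO2. Inhibition is inferred from decreased luminescence after adding detection reagent.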
Sm TGR block = qHTS Assay for the Inhibitors of Schistosoma Mansoni Peroxiredoxins. 360,000 tested, 3% active. Potency, µM (highest dose often 114 µM), without a hit: top-dose activity change, negative = inhibition, actives largely listed as inhibitors. Schistosoma mansoni thioredoxin glutathione reductase (TGR), Q962Y6. AID 485364, 2010. purified TGR, DTNB reduction, TNB absorbance 405 nm; note: nearly all actives have a fitted effect of over 60% in size
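First, TGR (20 nM dispensed) and NADPH were mixed with compound. Second, a 15 min room-temperature incubation followed. Third, further NADPH and then DTNB were added to start the reaction. Finally, TNB absorbance was monitored kinetically.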
Pf growth 96h = Primary qHTS for delayed death inhibitors of the malarial parasite plastid, 96 hour incubation; P. falciparum luciferase reporter growth, 96 h; 320,000 tested, 6.9% active; Potency, µM (top dose mostly 28.7 µM), without a hit: at the top dose activity change, negative = inhibition, hits mostly inhibitors
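Parasite growth measured via integrated firefly luciferase reporter in P. falciparum. Infected erythrocytes at 2% hematocrit, 0.05% parasitemia final were treated 96 hours at 37 C under 5% CO2, and luminescence was read.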
HCV inh = qHTS Assay for Inhibitors of Hepatitis C Virus (HCV); Huh7.5.1 HCVcc-Cre infection, luciferase reporter, 44 h; Potency, µM (top dose mostly 41.8 µM), without a hit: top-dose activity change, negative = inhibition, actives largely listed as inhibitors; 340,000 tested, 3.4% active; AID 651820, 2012
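Seed cells (1,000/well) for 4 h; treat with compound and infect with HCVcc-Cre, moi about 0.5. Incubate 44 h, then detect luciferase activity.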
Tb PYK inh = qHTS of Trypanosoma Brucei Inhibitors | pyruvate kinase (Trypanosoma brucei), Q57TT1 | TbPYK enzyme, Kinase-Glo Plus ATP luminescence, 45 min | Potency, µM (highest dose often 76.8 µM), for the others: top-dose activity, negative = inhibition, actives largely listed as inhibitors | 410,000 tested, 0.12% active; note: nearly all actives have a fitted effect of over 50% in size
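Assay buffer: 50 mM TEA pH 7.2, 100 mM KCl, 10 mM MgCl2, 0.05% BSA, 0.01% Tween-20. Pyruvate kinase from T. brucei plus substrate met compound, then ADP (130 uM final). Luminescence was read post 45 min RT.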
The depositor's hits bear a star; & = joins results of further samples; [ ] = remark or other dose. Calls come from the whole dose curve; as a rule, active = well fitted curve in the direction sought with a large enough effect; inconclusive = small, poorly fitted or top-dose-only effect, or another doubt; inactive = no such curve, though single readings can be large; an effect the other way counts as inactive or inconclusive. % is set by controls: 0 for no effect and ±100 for the full control effect; potency is the fitted concentration of half-maximal effect.

CC(C)CNc1nnnc2c1sc1nc(N3CCOCC3)c3c(c12)CC(C)(C)SC3 was read as LmPK inh 4%, Pf growth 48h inconclusive, Sm TGR block 0%, Pf growth 96h inconclusive, HCV inh 10µM* and Tb PYK inh 2%.
For CCCc1[nH]nc2c1C(c1ccc(OC)c(Cn3nnc4ccccc43)c1)C(C#N)=C(N)O2 (stereo unspecified) the results were LmPK inh 5%, Pf growth 48h -26%, Sm TGR block 36%, HCV inh 12% and Tb PYK inh -12%.
`O=c1c2ccccc2[nH]c(=S)n1CCCN1CCC(Cc2ccccc2)CC1` gave LmPK inh -1%, Pf growth 48h -16%[0.00184 µM], Sm TGR block 0%, Pf growth 96h 25%, HCV inh inconclusive and Tb PYK inh -1%.
Screening COc1ccc2[nH]c(=O)c(C3c4cc(OC)c(OC)cc4CCN3C(=O)c3ccco3)cc2c1 (stereo unspecified) returned LmPK inh -4%, Pf growth 48h 13µM*, Sm TGR block -23%, Pf growth 96h 15%, HCV inh 0% and Tb PYK inh 3%.
Screening O=C1COc2ccc(C(=O)COC(=O)CNC(=O)C3CCCCC3)cc2N1 returned LmPK inh 3%, Pf growth 48h 35%[activator], Sm TGR block -1%, Pf growth 96h 7%, HCV inh 26% and Tb PYK inh 1%.
`COc1ccc(CN2C(=O)c3cccnc3C2=O)cc1S(=O)(=O)N1CC(C)Oc2ccccc21` (stereo unspecified) gave LmPK inh -1%, Pf growth 48h inconclusive, Sm TGR block 1%, Pf growth 96h inconclusive, HCV inh 2% and Tb PYK inh -1%.
For C=CCn1c(O)c(CN2CCN(Cc3ccccc3)CC2)c(C)c(C#N)c1=O the results were LmPK inh 1%, Sm TGR block 45µM*, Pf growth 96h -15%, HCV inh 4% and Tb PYK inh 3%.
`O[C@H]1[C@H](O)[C@@H](O)CN2CC[C@H](O)[C@H]12` gave LmPK inh 1%, Pf growth 48h -15%, Sm TGR block -10%, Pf growth 96h 20%, HCV inh 14% and Tb PYK inh -3%.
O=C(Cc1ccccc1)N/N=C/c1cccs1 was read as LmPK inh -1%, Pf growth 48h 13%, Sm TGR block 14%, Pf growth 96h 11%, HCV inh 7% and Tb PYK inh -5%.
`Cc1ccc(NC(=O)Nc2cc(Cl)ccc2C2COC(=O)C2=N)cc1` (stereo unspecified) gave LmPK inh 1%, Pf growth 48h 24%, Sm TGR block -11%, Pf growth 96h 40%[5.75 µM], HCV inh 3% and Tb PYK inh 1%.
`O=C(NCCCn1ccnc1)c1noc2c1CCCC2` gave LmPK inh -3%, Pf growth 48h 21%, Sm TGR block 2%, Pf growth 96h 3%, HCV inh 10% and Tb PYK inh 7%.
Screening CC(=O)N(CC(=O)O)c1ccccc1C(=O)O returned LmPK inh -1%, Pf growth 48h 3%, Sm TGR block 14%, Pf growth 96h 99%[activator], HCV inh 13% and Tb PYK inh 1%.

Brought forward from above: three entries, then new ones.
`Cc1ccc(NC(=O)Nc2cc(Cl)ccc2C2COC(=O)C2=N)cc1` (stereo unspecified) gave LmPK inh 1%, Pf growth 48h 24%, Sm TGR block -11%, Pf growth 96h 40%[5.75 µM], HCV inh 3% and Tb PYK inh 1%.
`O=C(NCCCn1ccnc1)c1noc2c1CCCC2` gave LmPK inh -3%, Pf growth 48h 21%, Sm TGR block 2%, Pf growth 96h 3%, HCV inh 10% and Tb PYK inh 7%.
Screening CC(=O)N(CC(=O)O)c1ccccc1C(=O)O returned LmPK inh -1%, Pf growth 48h 3%, Sm TGR block 14%, Pf growth 96h 99%[activator], HCV inh 13% and Tb PYK inh 1%.
`O=C(O)C#Cc1cccc2ccccc12` gave LmPK inh -5%, Pf growth 48h 6%, Sm TGR block 6%, Pf growth 96h 0%, HCV inh 1% and Tb PYK inh 1%.
For CC1Oc2ccccc2N(CC(=O)NCCN2CCOCC2)C1=O (stereo unspecified) the results were LmPK inh -1%, Pf growth 48h 24%, Sm TGR block 2%, Pf growth 96h 8%, HCV inh 7% and Tb PYK inh -1%.
COc1ccc(N(CC(=O)Nc2ccc3c(c2)OCO3)S(=O)(=O)c2c(C)nn(C)c2C)cc1 was read as LmPK inh 0%, Pf growth 48h inconclusive, Sm TGR block -1%, Pf growth 96h inconclusive, HCV inh 11%&-8% and Tb PYK inh 3%.
Cc1ccc(C(=O)c2cc3ccccc3o2)cc1[N+](=O)[O-] was read as LmPK inh -4%, Pf growth 48h -21%, Sm TGR block -1%, Pf growth 96h inconclusive, HCV inh 1% and Tb PYK inh 0%.
For Cc1ccc(C(=O)N2CCNC(=O)C2CC(=O)Nc2ccc(F)cc2)cc1C (stereo unspecified) the results were LmPK inh -11%, Pf growth 48h -16%, Sm TGR block -21%, Pf growth 96h -2%, HCV inh 8% and Tb PYK inh -8%.
For COC(=O)c1sccc1NC(=O)CSCC(=O)O the results were LmPK inh -7%, Pf growth 48h 106%[activator], Sm TGR block 1%, Pf growth 96h 7%, HCV inh 11% and Tb PYK inh 2%.
For CCCCC1CCC(C(=O)N(CCOC)c2c(N)n(CC(C)C)c(=O)[nH]c2=O)CC1 (stereo unspecified) the results were Pf growth 48h 12%, Sm TGR block 3%, Pf growth 96h -10%, HCV inh 3% and Tb PYK inh 7%.
O=C1/C(=C\c2ccccn2)SC(=S)N1Nc1ncc(C(F)(F)F)cc1Cl was read as LmPK inh -10%, Pf growth 48h -12%, Sm TGR block -3%, Pf growth 96h 8%, HCV inh -1% and Tb PYK inh -39%.
`N#CC(C#N)=Cc1ccc(C=C(C#N)C#N)cc1` gave LmPK inh -1%, Pf growth 48h inconclusive, Sm TGR block 2.2µM*, Pf growth 96h 3%, HCV inh -10% and Tb PYK inh -11%.
For COc1cc(/C=C2/C(=N)N3C(=NC2=O)SN=C3S(=O)(=O)C(C)C)ccc1OS(=O)(=O)c1ccccc1 the results were LmPK inh 2%, Pf growth 48h -18%, Sm TGR block 7% and Pf growth 96h 7%.
Screening COc1ccc(F)cc1C(=O)C1CCCN(Cc2ccc3c(c2)OCCO3)C1 (stereo unspecified) returned LmPK inh 10%, Pf growth 48h 32%[activator], Sm TGR block 9%, Pf growth 96h inconclusive, HCV inh 3% and Tb PYK inh -12%.
For CCOC(=O)C1(Cc2ccccc2)CCN(Cc2csc(C(C)=O)c2)CC1 the results were LmPK inh 3%, Pf growth 48h inconclusive, Sm TGR block 1%, Pf growth 96h inconclusive, HCV inh inconclusive and Tb PYK inh 3%.

3 compounds out of the list, arranged by heavy-atom count, rising:
`O=C(O)C#Cc1cccc2ccccc12` gave LmPK inh -5%, Pf growth 48h 6%, Sm TGR block 6%, Pf growth 96h 0%, HCV inh 1% and Tb PYK inh 1%.
For CC1Oc2ccccc2N(CC(=O)NCCN2CCOCC2)C1=O (stereo unspecified) the results were LmPK inh -1%, Pf growth 48h 24%, Sm TGR block 2%, Pf growth 96h 8%, HCV inh 7% and Tb PYK inh -1%.
Screening COc1ccc(F)cc1C(=O)C1CCCN(Cc2ccc3c(c2)OCCO3)C1 (stereo unspecified) returned LmPK inh 10%, Pf growth 48h 32%[activator], Sm TGR block 9%, Pf growth 96h inconclusive, HCV inh 3% and Tb PYK inh -12%.

Returning to the listing with the two entries that preceded the break.
Screening COc1ccc(F)cc1C(=O)C1CCCN(Cc2ccc3c(c2)OCCO3)C1 (stereo unspecified) returned LmPK inh 10%, Pf growth 48h 32%[activator], Sm TGR block 9%, Pf growth 96h inconclusive, HCV inh 3% and Tb PYK inh -12%.
For CCOC(=O)C1(Cc2ccccc2)CCN(Cc2csc(C(C)=O)c2)CC1 the results were LmPK inh 3%, Pf growth 48h inconclusive, Sm TGR block 1%, Pf growth 96h inconclusive, HCV inh inconclusive and Tb PYK inh 3%.
`CCn1c(CCC(N)=O)nnc1SCC(=O)Nc1cccc(S(=O)(=O)N2CCCC2)c1` gave Pf growth 48h 18%, Sm TGR block -8%, Pf growth 96h -25%, HCV inh -7% and Tb PYK inh -3%.
Screening COc1ccc2cc(CCNC(=O)c3ccco3)c(=O)[nH]c2c1 returned LmPK inh -6%, Pf growth 48h 72%[activator], Sm TGR block -1%, Pf growth 96h inconclusive, HCV inh 6% and Tb PYK inh -11%.
Screening Cc1ccc(S(=O)(=O)N2CCN(c3nc(C)c4c(c3C#N)CC(C)(C)OC4)CC2)cc1 returned LmPK inh 3%, Pf growth 48h 6.6µM*, Sm TGR block 0%, Pf growth 96h -22%, HCV inh 8% and Tb PYK inh -2%.
For O=C(c1ccc2nc(Cc3cccc(Cl)c3)oc2c1)N1CCC(O)CC1 the results were LmPK inh 7%, Pf growth 48h -26%, Sm TGR block -5%, Pf growth 96h inconclusive, HCV inh 15% and Tb PYK inh -4%.
For CCN(C(=O)CSc1nccn1C)c1cccc2ccccc12 the results were Pf growth 48h -27%, Sm TGR block -9%, Pf growth 96h inconclusive, HCV inh -8% and Tb PYK inh -16%.
For CSCCC(NC(=O)c1ccc(Cl)cc1)C(=O)OCC(=O)N1CCCC1=O (stereo unspecified) the results were Pf growth 48h 4%, Sm TGR block 2%, Pf growth 96h 4%, HCV inh -6%[8.37 µM] and Tb PYK inh 3%.
Screening CCN1C(=O)C(CC(=O)Nc2cccc(C(C)=O)c2)S/C1=N\c1ccccn1 (stereo unspecified) returned LmPK inh 2%, Pf growth 48h 19%, Sm TGR block -11%, Pf growth 96h -11%, HCV inh 9% and Tb PYK inh -8%.
`COc1cc2c(cc1NC(=O)c1cncc(Br)c1)oc1ccccc12` gave LmPK inh 2%, Pf growth 48h -5%, Sm TGR block 1%, Pf growth 96h inconclusive, HCV inh inconclusive and Tb PYK inh 4%.
For CC(NCc1cccc(OCc2ccccc2)c1)C(O)c1ccccc1 (stereo unspecified) the results were LmPK inh 1%, Pf growth 48h inconclusive, Sm TGR block -6%, Pf growth 96h inconclusive, HCV inh inconclusive and Tb PYK inh 0%.
`CCC(C)N(C(=O)COC(=O)c1nc(Cl)ccc1Cl)C1CCS(=O)(=O)C1` (stereo unspecified) gave Pf growth 48h 14%, Sm TGR block 2%, Pf growth 96h 9%, HCV inh 12% and Tb PYK inh 1%.
`CCN1CCSc2ccc(C(=O)NCc3cccc(Br)c3)cc21` gave LmPK inh -1%, Pf growth 48h 4%, Sm TGR block 7%&3%, Pf growth 96h 32%[activator], HCV inh inconclusive and Tb PYK inh -1%&-3%.
For COc1ccccc1N1CCN(C(=O)c2ccc(CS(=O)(=O)c3ccccc3OC)o2)CC1 the results were LmPK inh 1%, Pf growth 48h inconclusive, Sm TGR block 28µM*, Pf growth 96h 9.3µM*, HCV inh -3%&-22% and Tb PYK inh 7%.
Screening CC(Sc1ccc(S(=O)(=O)N2CCOCC2)cn1)C(=O)Nc1ccc(Cl)cc1Cl (stereo unspecified) returned Pf growth 48h 12µM*, Sm TGR block 1%, Pf growth 96h inconclusive, HCV inh inconclusive and Tb PYK inh -12%.
Screening CCOC(=O)c1sc(NC(=O)CSc2nc3c(cc2C#N)CCCCC3)c(C#N)c1C returned LmPK inh 1%, Pf growth 48h inconclusive, Sm TGR block 6%, Pf growth 96h 1%, HCV inh 6% and Tb PYK inh -9%.
`CNC(=O)c1ccc(NC(=O)CC2SC(N3CCCC3)=NC2=O)cc1` (stereo unspecified) gave Pf growth 48h -1%, Sm TGR block -5%, Pf growth 96h inconclusive, HCV inh 20% and Tb PYK inh 1%.
For Cc1c(C(=O)Nc2cccc([N+](=O)[O-])c2)sc2ncn(CC(=O)N3CCOCC3)c(=O)c12 the results were LmPK inh 2%, Pf growth 48h 13%, Sm TGR block -6%, Pf growth 96h -15%, HCV inh 7% and Tb PYK inh 2%.
`CCN1CCCC1Cn1cnc2c([nH]c3cc(OC)ccc32)c1=O` (stereo unspecified) gave LmPK inh 3%, Pf growth 48h 9%, Sm TGR block -2%, HCV inh -18% and Tb PYK inh -8%.

Screens (PubChem BioAssay)
